High-throughput results (PubChem BioAssay)
NCI-60 one-dose screen, 48 h, at 10 µM unless noted. Numbers give growth in % (100 = growth as untreated, 0 = no growth, -100 = all killed).
HL-60(TB): HL-60(TB) leukemia cells. actives 9% (n = 78,000); active means growth percent below 10
* marks the source's active call; other numbers are inactive results.

SMILES | HL-60(TB)
Clc1ccccc1/C=C1\c2ccccc2-c2nc3ccccc3nc21 | 47
Fc1ccc(Nc2ccc3cc(OCCCN4CCOCC4)ccc3n2)cc1F | 75
O=Cc1cc2ccccc2c2ccccc12 | 117
O=C1CC(c2ccc(Cl)cc2)c2cnn(Cc3ccc4c(c3)OCO4)c2N1 (configuration not stated) | 93
O=C(Cn1cc(CN2C(=O)c3ccc([N+](=O)[O-])cc3C2=O)nn1)Nc1ccc(F)cc1 | 99
NS(=O)(=O)c1ccc(Cn2c(SCC(=O)N/N=C/c3ccc(O)cc3)nc3ccccc3c2=O)cc1 | 102
CC[N+](CC)(CCCC(C)[N+]1(Cc2ccccc2)C(C)=CC=C1C)Cc1ccccc1 (configuration not stated) | 37
CC(=O)N1N=C(c2ccc3c(c2)OCO3)CC1c1c(C)nn(-c2ccccc2)c1N(C)Cc1ccccc1 (configuration not stated) | 86
COc1ccc(-n2c(-c3ccccc3)c(-c3ccccc3)c3c(SCC(=O)N/N=C/c4ccccc4[N+](=O)[O-])ncnc32)cc1 | 80
COc1ccc(C2=CC(c3cc(OC)c(OC)c(OC)c3)NC(=S)N2)cc1OC (configuration not stated) | 105
O=C(NCc1ccccc1)NNC(=O)c1ccc(NC(=O)c2ccccn2)cc1 | 103
C[n+]1noc([O-])c1-c1ccccc1 | 116
O=C(CNc1nc(-c2ccccc2)cs1)Nc1cccc([N+](=O)[O-])c1 | -8.9*
CCOC(=O)/C=C(\C(=O)OCC)C(C(=O)OCC)C(=O)OCC | 97
COC(=O)/C=C1\Sc2ccc(C(F)(F)F)cc2NC1=O | 100
COC(=O)[C@H](NC(=O)C1(C)CCC[C@]2(C)[C@H]3C[C@H]4C(C(C)C)=C[C@]3(CC[C@@H]12)[C@@H]1C(=O)CCC(=O)[C@@H]14)C(C)C (some centres not stated) | 103
CCOC(=O)c1sc(N/N=C(\C)c2ccc3c(c2)Nc2ccccc2S3)nc1C | 22
CCCCNC(=O)Oc1ccc(/C(=C(\C)c2ccccc2)c2ccc(OCCN3CCCCC3)cc2)cc1 | 49
O=C(O)c1cccc2c1C(=O)c1cc([N+](=O)[O-])ccc1-2 | 96
Nc1cc([N+](=O)[O-])ccc1F | 103
C#CC(=O)/C=C/CCCCCCC#CC(=O)CCC(=O)C#CCCCCCC/C=C/C(=O)C#C | -70*
COc1ccc(C2Nc3nc(SC)n(C)c(=O)c3N=C3c4ccccc4C(=O)C32)cc1 (configuration not stated) | 58
COc1ccc(NC=O)cc1 | 102
COC(C)(c1ccccc1)c1ccc(-c2ccccc2)cc1 (configuration not stated) | 98
CCOC(=O)c1c(C)nc2c(c1N)CC(=O)N2Cc1ccc(F)cc1 | 84
Cc1cc(C)c2[nH]c(=O)c(C(c3nnnn3Cc3ccc4c(c3)OCO4)N3CCN(C)CC3)cc2c1 (configuration not stated) | 129
O=C1/C(=C\c2ccc(F)cc2)CN(C(=O)c2ccccc2)C/C1=C\c1ccc(F)cc1 | 26
CC(C)(C)c1ccc(-c2nnc(-c3nc4ccccc4nc3Cl)o2)cc1 | 14
CC(C(O)c1cc2c(c3ccccc13)CCCC2)N1CCOCC1 (configuration not stated) | 108
Cc1cc(S(=O)(=O)c2ccc(Cl)cc2)nc(S(=O)(=O)c2ccc(Cl)cc2)c1C#N | 89
COc1cccc(/C=N/NC(=O)N/N=C/c2cccc(OC)c2O)c1O | 41
O=C(NC1CCCCC1)c1ccc2c(c1)nc(-c1ccccc1)n2C1CCCCC1 | 94
Cc1ccc(-c2nc(Nc3ccccc3S(N)(=O)=O)c3ccccc3n2)cc1 | 81
COC(=O)C[C@](O)(CCCC(C)(C)O)C(=O)O[C@H]1C(OC)=C[C@@]23CCC(=O)N2CCc2cc4c(cc2[C@@H]13)OCO4 | 97
CC(=O)O[C@H]1[C@H](CC#CC#CC[C@@H]2C[C@]3(C)[C@H]4CC=C5[C@H]6[C@@H](C)[C@H](C)CC[C@]6(C(=O)NCCCCN)CC[C@@]5(C)[C@]4(C)CC[C@H]3C(C)(C)[C@H]2OC(C)=O)C[C@]2(C)[C@H]3CC=C4[C@H]5[C@@H](C)[C@H](C)CC[C@]5(C(=O)NCCCCN)CC[C@@]4(C)[C@]3(C)CC[C@H]2C1(C)C | 101
Cc1ccc(-c2cc(Cc3c(Cl)cccc3Cl)c(=O)n(CN3CCNCC3)n2)cc1C | 101
Cc1[nH]c(C2CC(c3ccc(C(F)(F)F)c(F)c3)=NN2c2ccccc2)c(C)c1C(=O)O (configuration not stated) | 87
C=CCCC1(CCC)C(=O)NC(=O)NC1=O | 48
COc1ccc(-c2nc(SCC(C)C)nc(N/N=C\c3ccc([N+](=O)[O-])cc3)c2C#N)cc1 | 91
CC(=O)Nc1ccc(N=Nc2c(S(=O)(=O)O)cc3cc(S(=O)(=O)O)cc(NC(C)=O)c3c2O)cc1 | 105
c1ccc(Cn2cc(COc3ncnc4sc5c(c34)CCCC5)nn2)cc1 | 100
Cc1c([N+](=O)[O-])cc(N2C(=O)C=CC2=O)cc1[N+](=O)[O-] | 97
COc1ccc(Cn2nc(-c3ccc(OC)cc3)c3c2CCc2cnoc2-3)cc1 | 51
COc1cc(C2C(C(=O)Nc3ccccn3)=C(C)NC(C)=C2C(=O)Nc2ccccn2)cc(CN2CCOCC2)c1O | 109
Cc1cn(-c2cccc(NC(=O)c3ccc(C)c(Nc4nccc(-c5cccnc5)n4)c3)c2)cn1 | 10
COc1cc(/C=C2\C(=O)N(CCCn3c4ccccc4c(=O)c4ccccc43)c3ccccc32)cc(OC)c1O | 75
COc1cc(-c2c3c(cn2CCN2CCCCC2)-c2oncc2CC3)cc(OC)c1OC | 109
NS(=O)(=O)c1ccc(Nc2nc(SCC(=O)c3ccc(F)cc3)nc3ccccc23)cc1 | 64
Cc1cc(C)c(N2C(=O)CC(Nc3ccc(Cl)cc3Cl)C2=O)c(C)c1 (configuration not stated) | 100
COc1ccccc1/C=C(/C(=O)c1ccccc1)c1ccccc1 | 72

Taken from the entries so far for reference:
SMILES | HL-60(TB)
Clc1ccccc1/C=C1\c2ccccc2-c2nc3ccccc3nc21 | 47
Fc1ccc(Nc2ccc3cc(OCCCN4CCOCC4)ccc3n2)cc1F | 75

Continuation:
SMILES | HL-60(TB)
COc1ccc(/C=C/C(=O)c2ccc(NC(=O)c3cc4cc5cc(C)ccc5nc4s3)cc2)cc1OC | 90
O=C1Nc2ccccc2C/C1=C/c1nc2ccccc2c(=O)[nH]1 | 98
CN[C@@H]1[C@H](OC2[C@H](O[C@H]3[C@H](O)[C@@H](O)[C@H](N=C(N)N)[C@@H](O)[C@@H]3N=C(N)N)O[C@@H](C)[C@]2(O)C=O)O[C@@H](CO)[C@H](O)[C@H]1O (some centres not stated) | 113
O=C1CCC23OC=CC2C2(Nc4ccccc4NC2=O)c2cc(Br)ccc2N13 (configuration not stated) | 104
CCOc1ccccc1/C=C1\NC(=O)NC1=O | 100
COc1ccc2c(c1)sc1nc(-c3ccccc3)c(-c3cccnc3)n12 | 105
CCCCCN(/C=C\c1cc(Cl)ccc1OC)CCCCC | 17
CCCCCCc1nc2c(c(=O)n(C)c(=O)n2C)n1C | 106
COC(=O)[C@]1(C)CCC[C@]2(C)[C@H]3C[C@@H]4[C@H]5[C@@H]6C/C(=C\c7cccnc7)C(=O)[C@H]5[C@@]3(CC[C@H]21)CC4(C(C)C)O6 | 74
Cc1ccc(C2=Nn3c(Cc4ccccc4)nnc3SC2)cc1 | 107
O=C(N/N=C/c1cccc(OCc2ccccc2)c1)c1cnn2c1NC(c1ccccc1)C2 (configuration not stated) | 101
CCOC(=O)Nc1cc(OC)cc2ccc(C)nc12 | 91
Nn1c(N/N=C/c2sc3ccccc3c2Br)n[nH]c1=S | 83
C=CC[Se]C(=O)Cc1c(C)n(C(=O)c2ccc(Cl)cc2)c2ccc(OC)cc12 | -53*
COC(=O)C1OCOC2C(C(=O)OC)OCOC12 (configuration not stated) | 104
CNC(=O)Oc1cc(C)c(OC(=O)NC)c(C)c1 | 62
O=C(Nc1ccc(Cl)cc1C1=NCC(CO)O1)c1ccccc1 (configuration not stated) | 105
COc1cc(OC)cc(C2CC(=O)Nc3c2c(C)nn3-c2nc3ccccc3[nH]2)c1 (configuration not stated) | 9.3*
O=c1onc(-c2cc3ccccc3nc2Cl)n1-c1ccc(F)cc1 | 106
CCCCOc1ccc(/C=C2/SC(N3CCOCC3)=NC2=O)cc1OCC | 101
N#CC1=C(N)Oc2c(ccc3ccccc23)C1c1cc2ccccc2n2nnnc12 (configuration not stated) | -33*
O=[N+]([O-])c1cc2c(cc1Br)C1C(C3C2C(Cl)(Cl)C(Cl)=C(Cl)C3(Cl)Cl)C(Cl)(Cl)C(Cl)=C(Cl)C1(Cl)Cl (configuration not stated) | 110
CC(C)(C)c1nn(-c2ccccc2)c2c1COCN2Cc1ccc(F)cc1 | 43
N#Cc1c(-c2cccc(Cl)c2)cc(-c2ccncc2)[nH]c1=O | 99
NS(=O)(=O)c1cccc(Nc2nc(SCC(=O)c3ccccc3)nc3ccccc23)c1 | 110
CN1CCC2(CC1)N=C(SCC(=O)Nc1cnc3ccccc3c1)C(c1ccc(Br)cc1)=N2 | -41*
CC/C=C\C[C@H](F)C/C=C1/C(=O)C=C[C@@H]1C/C=C\CCCC(=O)OC | -33*
CCC1=C(c2ccc(OC)cc2)C(C)Oc2cc(OC(C)=O)ccc21 (configuration not stated) | 57
O=C1c2c(c3c4cccnc4[nH]c3c3ccc4ccccc4c23)C(=O)N1CCN1CCOCC1 | 42
O=C1Nc2ccc(Cl)cc2/C1=N\N=C\c1ccsc1 | 98

Individual results from above:
For HL-60(TB), `CC/C=C\C[C@H](F)C/C=C1/C(=O)C=C[C@@H]1C/C=C\CCCC(=O)OC` has -33*
For HL-60(TB), `NS(=O)(=O)c1cccc(Nc2nc(SCC(=O)c3ccccc3)nc3ccccc23)c1` has 110

The main list resumes, starting 4 compounds before the break.
SMILES | HL-60(TB)
CC/C=C\C[C@H](F)C/C=C1/C(=O)C=C[C@@H]1C/C=C\CCCC(=O)OC | -33*
CCC1=C(c2ccc(OC)cc2)C(C)Oc2cc(OC(C)=O)ccc21 (configuration not stated) | 57
O=C1c2c(c3c4cccnc4[nH]c3c3ccc4ccccc4c23)C(=O)N1CCN1CCOCC1 | 42
O=C1Nc2ccc(Cl)cc2/C1=N\N=C\c1ccsc1 | 98
O=S(=O)(O)c1ccc(O)c(C2CCCCC2)c1 | 131
c1ccc2c(c1)CCC2c1ccc2ccccc2c1 (configuration not stated) | 99
Cc1c(C)n(CC(O)CNC2CCCCC2C)c2ccccc12 (configuration not stated) | -14*
NC1=CC(=O)c2ccccc2C1=O | 82
COc1ccc(-c2[nH]c(=S)nc3c2c(N)nn3-c2ccccc2)cc1 | 103
CCCCCCCCCC(=O)NC(C)(C)C(=O)N1CCC[C@H]1C(=O)N[C@@H](CC(C)C)C(=O)N[C@@](C)(CC)C(=O)N[C@@H](CCC(N)=O)C(=O)N[C@H](CCC(N)=O)C(=O)NC(C)(C)C(=O)NC(C)(C)C(=O)N[C@@H](CCC(N)=O)C(=O)N[C@H](CC(C)C)C(=O)N[C@H](CO)CC(C)C | -39*
CN(C)CC1C(=O)O[C@H]2[C@H]1CC/C(COC(=O)NCc1ccc(Cn3c(=O)sn(CCCI)c3=O)cc1)=C\CC[C@@]1(C)O[C@@H]21 (some centres not stated) | -36*
COc1ccc(-n2ncn(Cc3nc(-c4ccccc4)n[nH]3)c2=O)cc1 | 76
CC1(C)C(=O)/C(=C\O)C[C@]2(C)[C@H]3C(=O)C=C4[C@@H]5C[C@@](C)(C(=O)O)CC[C@]5(C)CC[C@@]4(C)[C@]3(C)CC[C@@H]12 | 107
Cc1ccc2sc3c(c2c1)Oc1nc[nH]c(=O)c1C3c1cccc(F)c1 (configuration not stated) | 99

3 structures already listed, ordered by length of the SMILES, ascending.
SMILES | HL-60(TB)
CCOC(=O)c1c(C)nc2c(c1N)CC(=O)N2Cc1ccc(F)cc1 | 84
C#CC(=O)/C=C/CCCCCCC#CC(=O)CCC(=O)C#CCCCCCC/C=C/C(=O)C#C | -70*
COc1ccc(/C=C/C(=O)c2ccc(NC(=O)c3cc4cc5cc(C)ccc5nc4s3)cc2)cc1OC | 90

(cont.)
SMILES | HL-60(TB)
C#CCNC(=O)c1cc(C(=O)c2ccc(Cl)cc2)n2ccc(C)cc12 | 95
COc1cc2c(cc1OCCCN1CCN(CCCOc3cc4c(cc3OC)C(=O)N3C[C@H](F)C[C@H]3C=N4)CC1)N=C[C@@H]1C[C@@H](F)CN1C2=O | -29*
Cc1c(C#N)c2n(c1C)CCCC(=O)N2 | 107
C[C@H]1CC(O)=C(c2ccc3ccccc3n2)C(=O)O1 | 110
O=S(=O)(O)SCCN1CCOCC1 | 102
NS(=O)(=O)c1ccc(N/N=C(\CS(=O)(=O)c2ccccc2)c2cc3ccccc3o2)cc1 | 105
Cc1cc2ccccc2c[n+]1CC(=O)c1ccc(-c2ccccc2)cc1 | 23
Cc1ccc(/C=C/C(=O)c2ccc(C)cc2)cc1 | 90
NCCCCCNc1noc(Cc2c[nH]c3cc(Br)ccc23)n1 | -49*
O=C(CC1C(=O)N(C2CCCCC2)c2nc3ccccc3n21)Nc1cccc(F)c1 (configuration not stated) | 100
COc1cc(C2CC(c3ccc(N4CCNCC4)cc3)=NN2)ccc1F (configuration not stated) | 77
S=c1n(CNc2ccc(Cl)nn2)nc(-c2cc(Cl)cc(Cl)c2Cl)n1/N=C/c1ccc(Cl)cc1 | 3.5*
OC(CCN1CCCC1)(c1ccccc1)C1CCCCC1 (configuration not stated) | 119
CCOC(=O)c1c(NC(=O)c2ccc(C(C)(C)C)cc2)sc2cc(O)ccc12 | 67
CCN(CC)c1ccccc1-c1ccccc1 | 105
CC1CCC2C(C)C3C(CC4C5CCC6CC(O)CCC6(C)C5CCC43C)N2C1 (configuration not stated) | 102
COc1ccc2c(c1)c(-c1nonc1-c1cn(C)c3ccc(OC)cc13)cn2C | -1.0*
COc1cc2oc(-c3cccc(NC(=O)[C@@H](N)CO)c3)cc(=O)c2c(OC)c1OC | 105
NS(=O)(=O)c1ccc(N=C2NC(=O)/C(=C/c3ccco3)S2)cc1 | 102

These rows are one share of the data. The share of hits here may be higher or lower than overall.
